# NPSR antagonist: neuropeptide S receptor (human) antagonism, cAMP; AID 1461; Potency, µM (series often up to 38.3 µM), inactives show at the highest dose activity change, negative = inhibition, hits mostly inhibitors; actives 1% (n = 220,000); CHO-NPSR cells, cAMP TR-FRET, antagonist mode; also: potency is read from the fitted curve at half-maximal effect; % is scaled to controls: 0 for no effect and ±100 for the full control effect; nearly all actives have a fitted effect of over 50% in size; many of its hits are not listed in these tables
# TexasRed fluor: Texas Red fluorescence interference in TRb-SRC2 counter-screen; TRb/SRC2 Texas Red total fluorescence interference; Potency, µM (series often up to 106 µM), for the others: at the top dose fluorescence change, negative = quenching; actives 0.29% (n = 280,000); AID 1479; active = well fitted curve in either direction with a large enough effect; inconclusive = small, poorly fitted or top-dose-only effect; also: potency is read from the fitted curve at half-maximal effect; % is scaled to controls: 0 for no effect and ±100 for the full control effect
#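 Human TRb ligand-binding domain at 0.6 uM with 20 nM Texas Red SRC2 peptide in Tris buffer containing 1 uM T3 and 5% DMSO, incubated with compound 5 h at ambient temperature. Total fluorescence (555/632 nm) calculated as parallel + 2 × perpendicular.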
# GLA spleen mod: alpha-galactosidase A (human) modulation; P06280; human spleen homogenate, 4MU-alpha-Gal fluorescence, 40 min; Potency, µM (top dose mostly 80 µM), for the others: at the highest dose activity change, negative = inhibition, usual class: inhibitors; actives 0.008% (n = 240,000);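 also: potency is read from the fitted curve at half-maximal effect; 0% = enzyme with vehicle and -100% = no enzyme basal signal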
# Target sequence (P06280 32-429 limits assumed): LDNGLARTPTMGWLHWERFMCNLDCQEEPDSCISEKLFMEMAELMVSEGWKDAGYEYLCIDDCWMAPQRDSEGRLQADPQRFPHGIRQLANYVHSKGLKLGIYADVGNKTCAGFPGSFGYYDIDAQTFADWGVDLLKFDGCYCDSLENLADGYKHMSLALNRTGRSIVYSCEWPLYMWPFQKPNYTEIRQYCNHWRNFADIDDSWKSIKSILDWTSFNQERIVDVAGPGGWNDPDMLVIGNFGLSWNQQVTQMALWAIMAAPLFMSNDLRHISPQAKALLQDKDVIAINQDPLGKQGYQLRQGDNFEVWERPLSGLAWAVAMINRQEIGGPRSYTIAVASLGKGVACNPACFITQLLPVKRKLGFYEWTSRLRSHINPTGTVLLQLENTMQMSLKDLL
#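 Human spleen homogenate (1 ug) as enzyme source, 4-methylumbelliferyl-alpha-D-galactopyranoside 1 mM final, citrate/phosphate pH 5.0 with 0.01% Tween-20. Compounds 40 min at 37C, NaOH/glycine stop; fluorescence Ex 365/Em 440, Hill-fit AC50.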
# Tau fluor counter: counter-screen for tau fibril formation inhibitors; tau K18 P301L (four-repeat tau fragment) Alexa594 fluorescence, heparin fibrillization; Potency, µM (highest dose often 57.7 µM), without a hit: at the top dose activity change, negative = decrease; actives 0.93% (n = 280,000); also: potency is read from the fitted curve at half-maximal effect; % is scaled to controls: 0 for no effect and ±100 for the full control effect; nearly all actives have a fitted effect of over 55% in size
#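 Human K18 P301L tau (15 uM unlabeled plus 0.24 uM Alexa 594-labeled, final) in 100 mM sodium acetate pH 7 was mixed with compound and 20 uM heparin and incubated 6 hr at 37 C.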
# Epigenetic reg: derepresses silenced GFP reporter in murine cells. murine LDR cells, GFP reporter derepression, 30 h. Potency, µM (doses to about 53.9 µM), for the others: at the highest dose GFP activation, hits mostly activators. actives 0.2% (n = 280,000); also: potency is read from the fitted curve at half-maximal effect; % of control where 0% means no effect; nearly all actives have a fitted effect of over 60% in size
#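 Derepression of a silenced CMV-GFP reporter in murine LDR cells is scored by enumerating GFP-positive cells with a laser-scanning microplate cytometer after 30 hours of treatment at 37 C.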
# Tau FP inhib: tau fibrillization inhibition (FP) | P10636 | K18 P301L tau heparin fibrillization, Alexa594 FP, 6 h | Potency, µM (doses to about 57.7 µM), inactives show top-dose activity, negative = inhibition, usual class: inhibitors | actives 0.39% (n = 280,000) | AID 1468; also: potency is read from the fitted curve at half-maximal effect; % is scaled to controls: 0 for no effect and ±100 for the full control effect; nearly all actives have a fitted effect of over 55% in size
# Target sequence (P10636 561-689 P618L limits assumed): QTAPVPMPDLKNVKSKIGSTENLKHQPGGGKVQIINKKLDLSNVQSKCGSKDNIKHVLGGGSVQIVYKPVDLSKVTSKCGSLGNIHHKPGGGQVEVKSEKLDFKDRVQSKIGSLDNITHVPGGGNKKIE
#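 Quantitative HTS format: compounds meet 15 uM recombinant K18 P301L tau and Alexa 594-tau tracer in 100 mM sodium acetate pH 7; 20 uM heparin triggers fibrillization at 37 C over 6 hr; FP gives the signal.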
# TRb-SRC2 inh: inhibitors of human thyroid hormone receptor beta-SRC2 interaction; AID 1469; TRbeta-SRC2 peptide binding, fluorescence polarization; receptor liganded with 1 µM T3; Potency, µM (series often up to 106 µM), for inactives: at the highest dose activity change, negative = inhibition, usual class: inhibitors; P10828; actives 0.065% (n = 280,000);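 also: potency is read from the fitted curve at half-maximal effect; plate controls were bound peptide for no effect and peptide without receptor for full effect; nearly all actives have a fitted effect of over 50% in size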
# Target sequence (P10828 whole entry, looked up): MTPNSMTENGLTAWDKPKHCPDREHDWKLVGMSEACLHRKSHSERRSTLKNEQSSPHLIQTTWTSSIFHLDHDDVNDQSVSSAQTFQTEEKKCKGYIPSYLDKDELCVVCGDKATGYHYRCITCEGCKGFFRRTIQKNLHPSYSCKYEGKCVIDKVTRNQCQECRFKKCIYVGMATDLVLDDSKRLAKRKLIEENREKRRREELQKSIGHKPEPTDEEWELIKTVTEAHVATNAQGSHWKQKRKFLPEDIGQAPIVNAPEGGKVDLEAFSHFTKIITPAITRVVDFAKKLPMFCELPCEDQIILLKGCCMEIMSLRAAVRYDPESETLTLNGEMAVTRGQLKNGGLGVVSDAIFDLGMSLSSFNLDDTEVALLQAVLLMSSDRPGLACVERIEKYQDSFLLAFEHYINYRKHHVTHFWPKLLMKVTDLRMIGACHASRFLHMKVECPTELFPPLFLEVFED
#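 Polarization signal, normalized between peptide-alone and full complex controls, measured compound effects on T3-liganded human TRb LBD (0.6 uM) binding 20 nM Texas Red SRC2 peptide after 5 hr.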
# CBFb-RUNX1 inh: blocks binding between human CBF-beta and RUNX1. Q01196+Q13951. AlphaScreen CBFb-His/RUNX1-biotin binding, biochemical. Potency, µM (doses to about 59.8 µM), for the others: at the highest dose activity, negative = inhibition, actives largely listed as inhibitors. 230,000 tested, under 10 active. AID 1477; also: % of control where 0% means no effect
#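 Compounds were screened at multiple concentrations against a preformed CBF-beta(His)/RUNX1(biotin) complex (30 nM of each) for 15 min at room temperature, followed by 90 min with nickel and streptavidin beads and AlphaScreen reading.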
# Numbers without * were called inactive; ? = inconclusive; nt = no result given; [ ] = remark or other dose. Unless noted, calls follow the shape of the dose curve; as a rule, active = well fitted curve in the direction sought with a large enough effect; inconclusive = small, poorly fitted or top-dose-only effect, or another doubt; inactive = no such curve, though single readings can be large; an effect the other way counts as inactive or inconclusive. Not all compounds are listed; rates above refer to the full screens.
SMILES,NPSR antagonist,TexasRed fluor,GLA spleen mod,Tau fluor counter,Epigenetic reg,Tau FP inhib,TRb-SRC2 inh,CBFb-RUNX1 inh
O=C(COC(=O)/C=C/c1ccc(Cl)cc1)NCCc1ccccc1,16%,0%,10%,8%,0.0%,7%,7%,-1%
COc1cccc(CNC(=O)Cc2c(C)c3ccc(OC)c(C)c3oc2=O)c1,nt,5%,nt,-2%,-1.9%,-11%,2%,nt
CCOc1ccc(/C=N/NC(=O)c2cc(-c3ccco3)nc3ccccc23)cc1,-20%,1%,0%,-21%,2.1%,10%,3%,-16%
Cc1ccc(C2(c3noc(CN(C)CC4CCCCO4)n3)CCCC2)cc1 (stereo not given),-36%,-2%,-7%,-3%,-1.2%,-1%,13%,8%
CCCCCN1C(C(=O)c2ccccc2)=C(NC(=O)c2ccc(OC)c(OC)c2)c2ccccc2S1(=O)=O,nt,5%,nt,?,0.0%,-7%,-5%,nt
O=C(NC1CC1)C1CCCN(C(=O)Nc2ccc(F)cc2)C1 (stereo not given),-39%,-2%,-4%,-10%,-3.2%,2%,2%,10%
COC(=O)c1cc2sccc2n1CC(=O)Nc1cc(OC)cc(OC)c1,-10%[46.1 µM],1%,1%,-20%,-1.1%,-5%,0%,3%
Cc1ccc(C(=O)n2nc(C)c(S(=O)(=O)N3CCOCC3)c2C)cc1,nt,-1%,nt,2%,3.4%,4%,-9%,nt
CC(C)(C)C(=O)N=C1SC2CS(=O)(=O)CC2N1c1ccc2c(c1)OCO2 (stereo not given),22%[46.1 µM],-3%,8%,-17%,1.8%,-2%,1%,4%
O=C(Oc1cccc(OC(=O)N2CCCCC2)c1)N1CCCCC1,-1%,2%,5%,17%[2.34 µM],-0.1%,8%[2.34 µM],-2%,1%
CCOC(=O)c1cc(-c2ccccc2)sc1NC(=O)C(C)Sc1nnc(C)s1 (stereo not given),-40%,0%,1%,-16%,1.0%,7%,1%,3%
CCc1ccc(NC(=O)CSc2nnc(-c3n[nH]c4ccccc34)n2-c2ccccc2)cc1,-10%,0%,-4%,1%,-1.5%,-8%,-5%,14%
Nc1nc2n(n1)C(c1ccco1)CC(c1ccc(Cl)c(Cl)c1)N2 (stereo not given),-4%[46.1 µM],-3%,11%,-9%,6.1%,-13%,0%,-3%
CN1CCC(N(C)CC(C)(C)NS(=O)(=O)c2ccccc2)CC1,7%,-1%,14%,-4%,0.0%,5%,0%,4%
N/C(=N\OC(=O)c1cnn(-c2ccccc2)c1C(F)(F)F)c1cc(C(F)(F)F)cc(C(F)(F)F)c1,6%,-4%,-6%,-14%,-1.0%,-17%,-3%,14%
NC(=O)[C@@H]1CCCN1Cc1nc(Cc2cccc(C(F)(F)F)c2)no1,4%,-3%,4%,2%,1.5%,5%,3%,-1%
CCC(C)NC(=O)c1c(C)cc(=O)oc1C (stereo not given),-7%[46.1 µM],-1%,7%,-2%,1.9%,-1%,-3%,-1%
O=c1oc2ccccc2c2[nH]ccc12,4%,-3%,-2%,-1%,1.3%,9%,-2%,1%
Cc1cccc(N(C)C(=O)c2cc3cc4ccc(C)cc4nc3o2)c1,-9%[46.1 µM],-3%,2%,-9%,0.1%,-4%,-1%,3%
OCC1CCCN(c2ncnc3scc(-c4ccccc4)c23)C1 (stereo not given),-15%,2%,0%,-16%,1.0%,-2%,3%,-18%
COc1cnc(-c2ccccn2)nc1Sc1ccc(C)cc1,-10%,-2%,7%,-21%,5.3%,3%,-3%,?
CCN(CC)S(=O)(=O)c1ccc(Cl)c(C(=O)Nc2cc(C)nn2-c2ccccc2)c1,-10%,-7%,-13%,4%,-0.9%,-2%,-9%,3%
COc1ccc2c(c1)oc(=O)c1c3ccccc3[nH]c21,-59%,-8%,-5%,-12%,2.4%,3%,-8%,0%
COc1ccc(CCN=C(NS(=O)(=O)c2ccccc2)c2ccccc2)cc1OC,7%,-1%,-6%,-5%,-0.4%,5%,-1%,5%
CCOc1ccc(C(=O)Nc2cccc(OCc3cc(=O)n4ccccc4n3)c2)cc1,nt,-4%,nt,4%,3.8%,0%,-1%,nt
c1ccc([C@H]2CC3C[C@@H](c4ccccc4)N2O3)cc1,-4%[46.1 µM],-1%,7%,9%,3.5%,4%,16%,-2%
COc1ccc(NC(=S)N(CCN(C)C)C(C)c2ccco2)cc1Cl (stereo not given),17%,-2%,2%,-19%,-0.9%,11%,2%,3%
CC(C)N(Cc1ccccc1)C(=O)c1nc(-c2ccc(Cl)cc2)n2c1CCCCC2,nt,14µM*[quencher],nt,2%,-0.2%,-7%,-12%,nt
CC1(C)C([N+](=O)[O-])C(c2ccc(Cl)cc2)NC(c2ccc(Cl)cc2)C1[N+](=O)[O-] (stereo not given),-17%[46.1 µM],-5%,5%,-15%,0.0%,-12%,-7%,-8%
CCOC(=O)C1=C(C)C(c2ccc(OC)cc2)NC(=O)N1 (stereo not given),7%,-3%,3%,-9%,1.1%,5%,1%,3%

# Ordered by count of non-hydrogen atoms (highest first): some entries from above
SMILES,NPSR antagonist,TexasRed fluor,GLA spleen mod,Tau fluor counter,Epigenetic reg,Tau FP inhib,TRb-SRC2 inh,CBFb-RUNX1 inh
N/C(=N\OC(=O)c1cnn(-c2ccccc2)c1C(F)(F)F)c1cc(C(F)(F)F)cc(C(F)(F)F)c1,6%,-4%,-6%,-14%,-1.0%,-17%,-3%,14%
COC(=O)c1cc2sccc2n1CC(=O)Nc1cc(OC)cc(OC)c1,-10%[46.1 µM],1%,1%,-20%,-1.1%,-5%,0%,3%
COc1cnc(-c2ccccn2)nc1Sc1ccc(C)cc1,-10%,-2%,7%,-21%,5.3%,3%,-3%,?

# Further compounds.
SMILES,NPSR antagonist,TexasRed fluor,GLA spleen mod,Tau fluor counter,Epigenetic reg,Tau FP inhib,TRb-SRC2 inh,CBFb-RUNX1 inh
Cc1ccc(CNc2oc(-c3ccco3)nc2C#N)cc1,-16%[46.1 µM],-2%,-10%,-21%,-2.0%,?,0%,-13%
Cc1c(C(=O)NC(=S)Nc2ccc3c4c(cccc24)CC3)cccc1[N+](=O)[O-],-8%[46.1 µM],1%,-5%,-22%,-1.7%,-19%,6%,-2%
CCOc1ccccc1N1CC(c2nc3ccccc3n2CCCOc2ccc(OC)cc2)CC1=O (stereo not given),nt,0%,nt,-6%,-2.8%,4%,-2%,nt
Cc1cc(NC(=O)CSc2nc3c(cc2C#N)CCCCC3)no1,?,0%[53 µM],5%,-8%,2.3%,-9%,2%[53 µM],8%
COC(=O)c1cc2sc(Cl)cc2n1CC(=O)NCC1CCCO1 (stereo not given),-3%[46.1 µM],-3%,5%,-4%,-1.0%,4%,-4%,1%
COc1cc2c(cc1OC)C(C(=O)NCc1cccnc1)C(c1cccnc1)N(C)C2=O (stereo not given),-8%[46.1 µM],-3%,3%,-1%,-1.1%,-8%,-8%,7%
O=C(CCn1cnc2ccccc21)N/N=C/C=C/c1ccccc1,-15%,-5%,5%,2%,-1.1%,-3%,1%,17%
O=C(Nc1ccccc1)N1CCN(C2c3ccccc3-c3ccccc32)CC1,?,-1%,5%,-15%,0.1%,-7%,6%,-3%
O=C(CN1CCOCC1)N1CCN(S(=O)(=O)c2ccccc2)C1c1ccccc1 (stereo not given),15%[46.1 µM],-2%,-8%,-5%,-1.8%,-8%,1%,1%
CCn1c(SCC(=O)OC(C)C)nnc1-c1ccccc1,-15%,-2%,-1%,-8%,-1.4%,1%,-11%,5%
Cc1ccc(-c2csc(NC(=O)/C=C/c3ccco3)c2C(=O)O)cc1,-33%,-12%,1%,-10%,1.6%,-7%,3%,?
COc1cc2oc(=O)cc(-c3ccc(-c4sccc4C=O)cc3)c2c(OC)c1OC,nt,-1%,-4%,-27%[81.3 µM],3.0%,2%[81.3 µM],7%,-4%
OCCCc1nc2n(n1)C(c1cccs1)C=C(c1ccc(Br)cc1)N2 (stereo not given),?,-3%,10%,-18%,1.5%,-12%,-13%,-8%
COc1ccc(NC(=O)C(C)N2C(=O)c3ccccc3C2=O)cc1S(=O)(=O)N1CCOCC1 (stereo not given),19%,-2%,-5%,-10%,-1.1%,-8%,-6%,0%
COc1ccc(/C=C/C(=O)OCC(=O)Nc2ccc(OC)c(S(=O)(=O)N3CCCCC3)c2)cc1,4%,0%,5%,?,-1.0%,-3%,-3%,-6%
COc1cccc(C(=O)NC(c2ccccc2)C2CCCC2)c1 (stereo not given),-28%,-3%,0%,-9%,-0.1%,-1%,-4%,-1%
O=C(COC(=O)CCC(=O)c1ccc(F)cc1)Nc1cccc(S(=O)(=O)N2CCCC2)c1,5%,-1%,-1%,-12%,-2.4%,-12%,-1%,5%
COc1ccccc1C(=O)Nc1nc2nc(C)c(Cc3ccccc3)c(=O)n2[nH]1,nt,-2%,nt,-2%,3.5%,2%,3%,nt
COc1cc(C(C)=O)ccc1OC(=O)c1cc2cccc(OC)c2oc1=O,17%,-7%,-17%,-29%,1.1%,0%,-4%,0%
O=C1NC(=S)N/C1=C\c1cccnc1,-24%,-1%,-1%,13%,7.8%,-4%,7%,11%
CN=C1SC(CC(=O)NCCc2ccc(OC)c(OC)c2)C(=O)N1C (stereo not given),-6%[46.1 µM],-1%,-4%,-1%,-0.9%,-3%,-4%,6%
CCOc1ccccc1C1C(C(N)=O)=C(C)Nc2nc(CCCO)nn21 (stereo not given),1%[46.1 µM],2%,10%,1%,1.7%,2%,4%,-1%
CCN1C(=O)C2C(c3ccccc3F)NC(Cc3ccc(O)cc3)(C(=O)OC)C2C1=O (stereo not given),-1%[46.1 µM],1%,-14%,-7%,-1.7%,4%,-6%,-3%
Nn1cnnc1SCC(=O)Nc1ccc2c(c1)OCO2,-3%,-2%,3%,4%,0.0%,-1%,9%,0%
CCCCC(=O)N/C(N)=N/c1nc2ccccc2o1,-13%,2%,-7%,-19%,0.5%,0%,-2%,3%
